Growth percent in the NCI-60 one-dose screen (48 h, 10 µM unless noted): 100 = growth as untreated, 0 = no growth, -100 = all killed.
RXF 393: RXF 393 renal cancer cells; AID 1794773; hit rate 6.9% among 77,000
CAKI-1: CAKI-1 renal cancer. hit rate 4.7% among 75,000. AID 1794772
A498: A498 renal cancer cells. hit rate 5.4% among 76,000. AID 1794774
NCI-H23: NCI-H23 lung cancer; AID 1794731; hit rate 4% among 80,000
ACHN: ACHN renal cancer | AID 1794771 | hit rate 4.9% among 81,000
NCI-H460: NCI-H460 lung cancer | hit rate 6.8% among 82,000 | AID 1794736
NCI-H226: NCI-H226 lung cancer | hit rate 3.5% among 79,000 | AID 1794732
NCI-H522: NCI-H522 lung cancer; AID 1794739; hit rate 8% among 78,000
NCI/ADR-RES: NCI/ADR-RES ovarian cells. hit rate 4.4% among 81,000. AID 1794790
Numbers without * were called inactive; [ ] = dose if it differs, or a comment. The calls were made as follows: active = growth percent below 10; inactive = the rest.

For CC1(C)Oc2cc3oc(=O)ccc3cc2C[C@@H]1OCCOS(=O)(=O)Cc1ccccc1 the results were RXF 393 104, CAKI-1 92, A498 97, NCI-H23 105, ACHN 96, NCI-H460 102, NCI-H226 90 and NCI/ADR-RES 103.
`O=C(NO)c1ccc2nc(-c3ccc([N+](=O)[O-])cc3)[nH]c2c1` gave RXF 393 95, CAKI-1 93, A498 55, NCI-H23 104, ACHN 104, NCI-H460 103, NCI-H226 109, NCI-H522 95 and NCI/ADR-RES 101.
`NS(=O)(=O)c1ccc(-n2cc(CN3CCOCC3)nn2)cc1` gave RXF 393 121, CAKI-1 91, A498 98, NCI-H23 107, ACHN 104, NCI-H460 108, NCI-H226 105, NCI-H522 96 and NCI/ADR-RES 114.
For N/C(CC(=O)Nc1ccc(F)cc1)=N\O the results were CAKI-1 99, A498 104, NCI-H23 90, ACHN 102, NCI-H460 103, NCI-H226 91 and NCI/ADR-RES 103.
`CC1OC(C(=O)N2CCN(CCO)CC2)CC1COC1CCCCC1` (stereo not given) gave RXF 393 102[50 µM], CAKI-1 85[50 µM], A498 126[50 µM], NCI-H23 94[50 µM], ACHN 94[50 µM], NCI-H460 100[50 µM], NCI-H226 84[50 µM], NCI-H522 93[50 µM] and NCI/ADR-RES 93[50 µM].
O=C(Nc1cccc([N+](=O)[O-])c1)c1cccc(C(=O)Nc2cccc([N+](=O)[O-])c2)c1 was read as RXF 393 29, CAKI-1 85, A498 93, NCI-H23 107, ACHN 65, NCI-H460 74, NCI-H226 71, NCI-H522 22 and NCI/ADR-RES 62.
CCCCCCCCCCC(O)CO (stereo not given) was read as RXF 393 104, CAKI-1 110, A498 106, NCI-H23 103, ACHN 109, NCI-H460 107, NCI-H226 110, NCI-H522 104 and NCI/ADR-RES 106.
Screening CCN1CCCC(Nc2cc(C)nc(/N=C(/N)Nc3ccc(Cl)c(Cl)c3)n2)C1 (stereo not given) returned RXF 393 -81*, CAKI-1 -41*, A498 -49*, NCI-H23 33, ACHN -25*, NCI-H460 -19*, NCI-H226 32, NCI-H522 -70* and NCI/ADR-RES 17.
Screening C=C(C)[C@@H]1CC[C@]2(C(=O)N3CCN(C)CC3)CC[C@]3(C)[C@H](CC[C@@H]4[C@@]5(C)C/C(=C/c6ccccn6)C(=O)C(C)(C)[C@@H]5CC[C@]43C)[C@@H]12 returned RXF 393 71, CAKI-1 56, A498 104, NCI-H23 78, ACHN 83, NCI-H460 65, NCI-H226 85, NCI-H522 83 and NCI/ADR-RES 77.
For ClCc1cccc(CSc2ncnc3c2ncn3Cc2cccc(CCl)c2)c1 the results were RXF 393 -20*, CAKI-1 96, A498 76, NCI-H23 34, ACHN 70, NCI-H460 37, NCI-H226 -55*, NCI-H522 -70* and NCI/ADR-RES -6.5*.
CC(C)OC(=O)c1ccc2n1CCCc1cnc(Nc3ccccc3)nc1-2 was read as RXF 393 91, CAKI-1 66, A498 63, NCI-H23 67, ACHN 75, NCI-H460 87, NCI-H226 84, NCI-H522 63 and NCI/ADR-RES 70.
`Cc1cccc(C)c1O` gave RXF 393 92, CAKI-1 93, A498 94, NCI-H23 95, ACHN 88, NCI-H460 108, NCI-H226 91, NCI-H522 84 and NCI/ADR-RES 91.
For Nc1nc(Cl)cc(SCc2ccc(Cl)cc2Cl)n1 the results were RXF 393 127, CAKI-1 87, A498 116, NCI-H23 112, ACHN 108, NCI-H460 112, NCI-H226 103, NCI-H522 111 and NCI/ADR-RES 108.
COc1cc(/C=C(\C#N)C(=O)c2ccccc2)cc(OC)c1OC was read as RXF 393 101, CAKI-1 98, A498 88, NCI-H23 95, ACHN 97, NCI-H460 106, NCI-H226 98, NCI-H522 101 and NCI/ADR-RES 97.
For O=C(N/N=C/c1ccc(Cl)cc1)c1ccc(NC(=O)c2ccccn2)cc1 the results were RXF 393 65, CAKI-1 41, A498 81, NCI-H23 54, ACHN -1.0*, NCI-H460 4.2*, NCI-H226 43, NCI-H522 73 and NCI/ADR-RES 53.
Screening COc1cccc(CCC(=O)O)c1OC returned CAKI-1 97, A498 119, NCI-H23 101, ACHN 107, NCI-H460 110, NCI-H226 98, NCI-H522 82 and NCI/ADR-RES 99.
`CNC(=S)NC(C)(C)C` gave RXF 393 112, CAKI-1 93, A498 112, NCI-H23 104, ACHN 108, NCI-H460 113, NCI-H226 102, NCI-H522 98 and NCI/ADR-RES 105.
`COc1cccc(C2=NN(c3ccc(-c4ccccc4)nn3)C(c3cccc(F)c3)C2)c1` (stereo not given) gave RXF 393 85, CAKI-1 69, A498 66, NCI-H23 89, ACHN 91, NCI-H460 98, NCI-H226 83, NCI-H522 81 and NCI/ADR-RES 86.
CN(C)c1ccc(/C(=N\N)c2ccccc2)cc1 was read as RXF 393 101, A498 91, NCI-H23 91, NCI-H460 102, NCI-H226 106, NCI-H522 84 and NCI/ADR-RES 98.
Screening c1ccc(-c2cnc3sc(C(c4ccccc4)c4ccccc4)nn23)cc1 returned RXF 393 108, A498 105, NCI-H23 102, ACHN 99, NCI-H460 100, NCI-H226 105, NCI-H522 91 and NCI/ADR-RES 95.
Screening CCCCCCCCCCCCNC(=S)N/N=C/c1ccc(OCC)c(OCC)c1 returned RXF 393 109, CAKI-1 109, A498 106, NCI-H23 109, ACHN 97, NCI-H460 107, NCI-H226 112, NCI-H522 60 and NCI/ADR-RES 111.
Screening CS(=O)(=O)c1ccc(-c2[nH]c3ccc(F)cc3c2/C=N/O)cc1 returned RXF 393 104, CAKI-1 81, A498 99, NCI-H23 94, ACHN 97, NCI-H460 105, NCI-H226 93, NCI-H522 82 and NCI/ADR-RES 107.
For O=C(O)c1ccc(-n2cc(/C=N/Nc3c(F)c(F)cc(F)c3F)c(-c3ccccc3)n2)cc1 the results were RXF 393 103, A498 98, NCI-H23 87, ACHN 76, NCI-H460 91, NCI-H226 108, NCI-H522 75 and NCI/ADR-RES 104.
`COC(=O)Nc1cc(C(=O)NCCC(=N)N)cn1C` gave RXF 393 86, A498 108, NCI-H23 97, ACHN 101, NCI-H460 111, NCI-H226 100, NCI-H522 94 and NCI/ADR-RES 101.
Screening O=C(Cn1nnc2ccccc21)N/N=C/c1ccc(O)cc1O returned RXF 393 78, CAKI-1 37, A498 78, NCI-H23 80, ACHN 49, NCI-H460 36, NCI-H226 78, NCI-H522 68 and NCI/ADR-RES 60.
For Cc1ccc(CC(=O)c2ccccc2)cc1 the results were RXF 393 110, CAKI-1 94, A498 104, NCI-H23 95, ACHN 103, NCI-H460 110, NCI-H226 106, NCI-H522 94 and NCI/ADR-RES 99.
For COc1ccc([C@H]2[C@H](O)C(=O)N2c2cc(OC)c(OC)c(OC)c2)cc1O the results were RXF 393 21, CAKI-1 29, A498 -16*, NCI-H23 31, ACHN 28, NCI-H460 2.1*, NCI-H226 20, NCI-H522 -38* and NCI/ADR-RES 19.
For O=Cc1c[nH]c2ccccc12 the results were RXF 393 87, A498 83, NCI-H23 103, ACHN 109, NCI-H460 116, NCI-H226 88, NCI-H522 110 and NCI/ADR-RES 107.
`CCCOC(=O)CCC(=O)N(C)C` gave RXF 393 98, CAKI-1 93, A498 111, NCI-H23 106, ACHN 90, NCI-H460 106, NCI-H226 94, NCI-H522 77 and NCI/ADR-RES 108.
Screening CCC(C)(C(=O)O)C1CCCCC1 (stereo not given) returned RXF 393 100, CAKI-1 97, A498 95, NCI-H23 109, ACHN 103, NCI-H460 105, NCI-H226 95, NCI-H522 106 and NCI/ADR-RES 106.
`CC(C(=O)O)N1C(N)=NNC1c1ccccc1O` (stereo not given) gave RXF 393 96, A498 99, NCI-H23 86, ACHN 87, NCI-H460 85, NCI-H226 85, NCI-H522 75 and NCI/ADR-RES 84.
`O=C(CN1CCOCC1)N1CCN(C(=O)CN2CCOCC2)CC1` gave RXF 393 104, CAKI-1 100, A498 106, NCI-H23 94, ACHN 102, NCI-H460 111, NCI-H226 104, NCI-H522 104 and NCI/ADR-RES 99.
Screening CC/C(Cc1ccccc1)=C(/c1ccc(O)cc1)c1ccc(OCCN2CCCC2)cc1 returned RXF 393 -65*, CAKI-1 -72*, A498 55, NCI-H23 8.7*, ACHN -68*, NCI-H460 -90*, NCI-H226 71, NCI-H522 -54* and NCI/ADR-RES -8.2*.
Screening COc1ccc(/C=C2/C=C(c3ccc(Cl)c(Cl)c3)OC2=O)cc1 returned RXF 393 101, CAKI-1 90, NCI-H23 97, ACHN 99, NCI-H460 103, NCI-H226 88, NCI-H522 91 and NCI/ADR-RES 103.
Screening COc1ccc2c(c1)oc1c(C)c3c(c(C)c12)C(=O)N(NCCO)C3=O returned RXF 393 112, CAKI-1 92, A498 91, NCI-H23 102, ACHN 89, NCI-H460 101, NCI-H226 99, NCI-H522 96 and NCI/ADR-RES 107.
For Cc1ccc2nc(-c3ccc(C(=O)N/N=C/c4ccc(N(C)C)cc4)cc3)[nH]c2c1 the results were RXF 393 84, CAKI-1 97, A498 70, NCI-H23 95, ACHN 102, NCI-H460 98, NCI-H226 97, NCI-H522 100 and NCI/ADR-RES 89.
Screening CCN(CC)CCCC(C)NC(=S)N/N=C(\C)c1ccccn1 (stereo not given) returned RXF 393 49, CAKI-1 20, A498 72, NCI-H23 73, ACHN 31, NCI-H460 25, NCI-H226 33, NCI-H522 47 and NCI/ADR-RES 94.
`NC(=S)n1nc(N)c(N=Nc2ccc(S(=O)(=O)N=C(N)N)cc2)c1N` gave RXF 393 109, CAKI-1 88, A498 93, NCI-H23 104, ACHN 100, NCI-H460 105, NCI-H226 93, NCI-H522 98 and NCI/ADR-RES 102.
`COc1ccc(/C=N/C2=C(C#N)C(c3ccc(Cl)cc3)c3ccc4ccccc4c3O2)cc1` (stereo not given) gave RXF 393 96, CAKI-1 64, NCI-H23 84, ACHN 88, NCI-H460 96, NCI-H226 58, NCI-H522 82 and NCI/ADR-RES 94.
Screening CCOc1nc(-c2ccccc2)cc2c(O)c(C(=O)NC(C)C)[nH]c(=O)c12 returned RXF 393 78, CAKI-1 94, A498 100, NCI-H23 97, ACHN 98, NCI-H460 105, NCI-H226 105, NCI-H522 88 and NCI/ADR-RES 97.
`COc1cc(/C=C/C(=O)c2c(C)nc3ccccc3c2C)ccc1OCCCN1CCN(C(=O)c2ccco2)CC1` gave RXF 393 74, CAKI-1 75, A498 59, NCI-H23 58, ACHN 81, NCI-H460 98, NCI-H226 63, NCI-H522 58 and NCI/ADR-RES 56.

Grouped by structure, those above with a Cl atom
Screening CCN1CCCC(Nc2cc(C)nc(/N=C(/N)Nc3ccc(Cl)c(Cl)c3)n2)C1 (stereo not given) returned RXF 393 -81*, CAKI-1 -41*, A498 -49*, NCI-H23 33, ACHN -25*, NCI-H460 -19*, NCI-H226 32, NCI-H522 -70* and NCI/ADR-RES 17.
For ClCc1cccc(CSc2ncnc3c2ncn3Cc2cccc(CCl)c2)c1 the results were RXF 393 -20*, CAKI-1 96, A498 76, NCI-H23 34, ACHN 70, NCI-H460 37, NCI-H226 -55*, NCI-H522 -70* and NCI/ADR-RES -6.5*.
For Nc1nc(Cl)cc(SCc2ccc(Cl)cc2Cl)n1 the results were RXF 393 127, CAKI-1 87, A498 116, NCI-H23 112, ACHN 108, NCI-H460 112, NCI-H226 103, NCI-H522 111 and NCI/ADR-RES 108.
For O=C(N/N=C/c1ccc(Cl)cc1)c1ccc(NC(=O)c2ccccn2)cc1 the results were RXF 393 65, CAKI-1 41, A498 81, NCI-H23 54, ACHN -1.0*, NCI-H460 4.2*, NCI-H226 43, NCI-H522 73 and NCI/ADR-RES 53.
Screening COc1ccc(/C=C2/C=C(c3ccc(Cl)c(Cl)c3)OC2=O)cc1 returned RXF 393 101, CAKI-1 90, NCI-H23 97, ACHN 99, NCI-H460 103, NCI-H226 88, NCI-H522 91 and NCI/ADR-RES 103.
`COc1ccc(/C=N/C2=C(C#N)C(c3ccc(Cl)cc3)c3ccc4ccccc4c3O2)cc1` (stereo not given) gave RXF 393 96, CAKI-1 64, NCI-H23 84, ACHN 88, NCI-H460 96, NCI-H226 58, NCI-H522 82 and NCI/ADR-RES 94.

Compound activity: PubChem, NCI
